Screens as filed in PubChem BioAssay.
Lipid storage S3 – qHTS Assay for Lipid Storage Modulators in Drosophila S3 Cells. Drosophila S3 cells, BODIPY lipid droplet fluorescence, 18-24 h; cells fed with added oleic acid. Potency in µM for hits, for the others lipid storage change, negative = inhibition, % at the top dose, mostly 46.1 µM. hit rate 0.64% among 320,000; active = well fitted inhibition curve with a large enough effect in the signal ratio, with a control signal flat, not every such curve was filed as active; inconclusive = small, poorly fitted or top-dose-only effect, or effect the other way, or a change in a side signal; the % refers to the signal ratio
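Drosophila S3 cells loaded with oleic acid (400 uM, as added) and compounds at several concentrations; lipid droplets imaged by 488-nm laser-scanning cytometry, 500–530 nm intensity and object ratio to cell channel. Percent activity normalized to 20 uM Triacsin C.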
Lipid storage S3 cell count max – further read-out of Lipid storage S3, marked with its call; cell number change, %; measured here: cell count max response;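 cells counted by Cell Tracker Red CMTPX staining in the red channel; peak over a dose series mostly up to 46.1 µM; percent activity relative to internal control wells on each plate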
The depositor's hits bear a star; i = inactive; u = inconclusive; x = no result given. % is scaled to controls: 0 for no effect and ±100 for the full control effect; potency is read from the fitted curve at half-maximal effect. Some of the compounds tested; rates above refer to the full screens.

SMILES	Lipid storage S3	Lipid storage S3 cell count max
Cc1ccc2nc(NC(=O)/C=C/c3ccc4c(c3)OCO4)sc2c1	5%	16
COc1ccccc1CCNC(=O)C1CCN(C(=O)/C=C/c2ccccc2)CC1	u	x
COc1ccccc1NC(=O)Cn1c2ccc(F)cc2c2nc3n(c(=O)c21)CCS3	u	x
COCCN(C(=S)Nc1cc(C)ccc1C)C(C)c1cccnc1 (centres undefined)	u	x
O=C(c1ccc(OC2CCN(CCO)CC2)cc1)N1CCCC1	1%	-1
COc1ccc(S(=O)(=O)NNC(=O)Nc2ccc(C)cc2C)c(OC)c1	u	x
Cc1ccsc1C(=O)N(CC(C)C)c1c(N)n(Cc2ccccc2)c(=O)[nH]c1=O	i	x
O=C(NCc1ccccn1)Nc1ccc(F)cc1	5%	12
Cc1noc(C)c1C(=O)Nc1sc2c(c1C(N)=O)CCCCC2	i	-27
CCCCNC(=O)c1ccc(NS(=O)(=O)c2ccccc2)cc1	i	3
CN(C)c1ccc(-c2nc3ccccc3n2C)cc1	u	x
Cc1ccc(NC(=S)NNC(=O)C2CC2c2ccc(C)cc2)cc1 (centres undefined)	u	x
COc1ccc(N2CCN(C(=O)c3ccc(C)c(NC(=O)C4=C(C)OCCS4)c3)CC2)cc1	14%	-5
CCc1cccc2c(C(=O)COC(=O)c3ccc(O)cc3)c[nH]c12	u	x
CCc1ccc(C(=O)N/N=C(\C)c2ccncc2)s1	u	x
COC(=O)c1ccc(C(=O)NC2CCCc3c2cnn3-c2ccccc2F)nc1 (centres undefined)	u	x
O=C(CNC(=O)c1ccccc1F)NCCOc1cccc(Cl)c1Cl	u	x
COc1ccc(Cc2nnc(N=Nc3c(O)[nH]c4ccc(Br)cc34)[nH]c2=O)cc1	-13%	-1
Cc1ccc(S(=O)(=O)/N=c2\sccn2C)cc1	u	x
Cn1nc(C(=O)NNC(=O)CCOc2ccc(C(C)(C)C)cc2)c2ccccc2c1=O	18%	5
CCOc1ccc(N2CC(C(=O)Nc3ccccc3OC)CC2=O)cc1 (centres undefined)	2%	1
CCCOC1CCCN(C(=O)c2cc(Cl)c(Cl)cc2C(=O)O)C1 (centres undefined)	u	x
Cc1ccc(C(=O)NCC(=O)Nc2ccc(F)c(F)c2F)cc1	u	x
CCOc1ccc(N=c2scc(-c3ccccc3)n2CCO)cc1	u	x
CC(C)N=C(NC#N)SCc1ccc(F)cc1	18%	6
Cc1ccc(S(=O)(=O)N2CCN(C(=O)COC(=O)c3ccc(O)cc3)CC2)c(C)c1	u	x
Cc1ccc(S(=O)(=O)N2CCOCC2)cc1C(=O)Nc1nc(-c2cccnc2)cs1	i	x
COC(=O)c1ccccc1NC(=O)CN1C(=O)c2ccccc2S1(=O)=O	u	x
Cc1ccc(S(=O)(=O)N2CCN(C(=O)C3CC(=O)N(c4ccc5c(c4)OCCO5)C3)CC2)cc1 (centres undefined)	u	x
COc1cc(/C=N\NC(=O)c2ccc(-c3ccccc3)cc2)cc(OC)c1O	u	x
CCc1cccc(C)c1NC(=S)N(CCN(C)C)Cc1cccs1	1%	x
COc1cccc(CNC(=O)CN(c2cc(C)cc(C)c2)S(=O)(=O)c2c(C)noc2C)c1	u	x
Cc1ncc([N+](=O)[O-])n1CC(O)CCl (centres undefined)	-3%	18
CC(=O)c1ccc(NC(=O)C2CCCO2)cc1 (centres undefined)	u	x
O=C(O)c1cccc(NC(=O)c2ccc3c(c2)C(=O)N(C2CCCCC2)C3=O)c1	-9%	13
CCOc1ccc(S(=O)(=O)N(CC(=O)Nc2cccnc2)c2ccc(F)cc2)cc1	u	x
CCOc1cccc2cc(C(=O)NCCC3=CCCCC3)c(=O)oc12	-17%	-12
CC1=NNC(=O)C(CC(=O)Nc2ccc(Cl)c(Cl)c2)C1 (centres undefined)	u	x
CC1CCCC(NC(=O)CSC2CCCCC2)C1C (centres undefined)	i	x
O=C(Nc1ccccc1F)c1ccc(OCc2ccccc2)cc1	-1%	-8

Some of the entries above, reformatted:
| Structure | Lipid storage S3 | Lipid storage S3 cell count max |
| --- | --- | --- |
| Cc1ncc([N+](=O)[O-])n1CC(O)CCl (centres undefined) | -3% | 18 |
| CC(=O)c1ccc(NC(=O)C2CCCO2)cc1 (centres undefined) | u | x |

Filtered by structure, those above containing two or more sulfur atoms
SMILES	Lipid storage S3	Lipid storage S3 cell count max
Cc1ccc(S(=O)(=O)/N=c2\sccn2C)cc1	u	x
Cc1ccc(S(=O)(=O)N2CCOCC2)cc1C(=O)Nc1nc(-c2cccnc2)cs1	i	x
CCc1cccc(C)c1NC(=S)N(CCN(C)C)Cc1cccs1	1%	x

Ordered by count of non-hydrogen atoms (rising): 7 of the compounds above
SMILES	Lipid storage S3	Lipid storage S3 cell count max
Cc1ncc([N+](=O)[O-])n1CC(O)CCl (centres undefined)	-3%	18
CC(C)N=C(NC#N)SCc1ccc(F)cc1	18%	6
Cc1noc(C)c1C(=O)Nc1sc2c(c1C(N)=O)CCCCC2	i	-27
Cc1ccc(NC(=S)NNC(=O)C2CC2c2ccc(C)cc2)cc1 (centres undefined)	u	x
COc1cc(/C=N\NC(=O)c2ccc(-c3ccccc3)cc2)cc(OC)c1O	u	x
COC(=O)c1ccc(C(=O)NC2CCCc3c2cnn3-c2ccccc2F)nc1 (centres undefined)	u	x
COc1ccccc1NC(=O)Cn1c2ccc(F)cc2c2nc3n(c(=O)c21)CCS3	u	x

(next part)
SMILES	Lipid storage S3	Lipid storage S3 cell count max
COc1ccc(C(=O)NC2CCc3ccccc32)cc1OC1CCN(C(C)C)CC1 (centres undefined)	22%	9
CC1CCCC(NC(=O)CSc2ccc(F)cc2)C1C (centres undefined)	u	x
NNC(=O)CCCNc1ncc(C(F)(F)F)cc1Cl	23%	x
COC(=O)C(CCSC)NC(=O)Cn1ncc2c(=O)oc3ccc(C)cc3c21 (centres undefined)	u	x
COC(=O)N1[C@H](Cc2ccccc2)C=C[C@]1(C)C(=O)NCc1ccccn1	-4%	11
C/C(=N/NC(=O)c1ccoc1C)c1cccc(NC(=O)C(F)(F)F)c1	u	x
O=C(NCCN1C(=O)S/C(=C/c2ccccc2)C1=O)C1CC(=O)N(Cc2ccccc2)C1 (centres undefined)	u	x
O=S(=O)(c1ccccc1)N1N=C(c2cccs2)CC1c1ccc(F)cc1 (centres undefined)	u	x
COc1ccc(OC)c(Nc2ccc(C(=O)O)cc2[N+](=O)[O-])c1	18%	4
CCCCOc1ccc(C(=O)NCC2(c3ccccc3)CCOCC2)cc1	i	x
COc1cc2[nH]c(=O)n(Cc3ccc(C(=O)N4CCC(N5CCCCC5)CC4)cc3)c(=O)c2cc1OC	0.41µM*	-3.6*
N#Cc1c2ccc([N+](=O)[O-])cc2[n+]([O-])n1-c1ccccc1	u	x
CC(C)CC(=O)Nc1nnc(S(=O)(=O)N2c3ccccc3CC2C)s1 (centres undefined)	u	x
COc1ccc(OCC(=O)NCCC2=CCCCC2)c([N+](=O)[O-])c1	u	x
COc1ccc(C(=O)N/N=C/c2c(C)[nH]c(=O)[nH]c2=O)cc1	u	x
CCCCCC(=O)Nc1cc(S(=O)(=O)N2CCCCC2)ccc1N1CCOCC1	-21%	-2
CCOc1cccc(C(=O)Nc2cc(C)ccc2NC(=O)c2ccco2)c1	u	x
COCCN(C(=O)c1cc(S(=O)(=O)N2CCCCC2)ccc1Cl)c1c(N)n(CC(C)C)c(=O)[nH]c1=O	u	x
O=C(NCCNC(=O)c1ccco1)c1ccc(Cl)c(Cl)c1	i	4
CCOc1ccc(NC(=O)CN(C)C(=O)C2CC(=O)N(CCc3ccccc3)C2)cc1OCC (centres undefined)	i	22

Reprinted from above for reference:
SMILES	Lipid storage S3	Lipid storage S3 cell count max
COc1ccc(C(=O)NC2CCc3ccccc32)cc1OC1CCN(C(C)C)CC1 (centres undefined)	22%	9
CC1CCCC(NC(=O)CSc2ccc(F)cc2)C1C (centres undefined)	u	x
NNC(=O)CCCNc1ncc(C(F)(F)F)cc1Cl	23%	x
COC(=O)C(CCSC)NC(=O)Cn1ncc2c(=O)oc3ccc(C)cc3c21 (centres undefined)	u	x
COC(=O)N1[C@H](Cc2ccccc2)C=C[C@]1(C)C(=O)NCc1ccccn1	-4%	11
C/C(=N/NC(=O)c1ccoc1C)c1cccc(NC(=O)C(F)(F)F)c1	u	x

Further structures follow.
SMILES	Lipid storage S3	Lipid storage S3 cell count max
CCCOc1ccc(C2C(C(=O)c3ccco3)=C(O)C(=O)N2CCCn2ccnc2)cc1 (centres undefined)	-9%	-1
COc1cc(C(=O)Nc2ccc(F)cc2Cl)ccc1OCC(=O)N1CCOCC1	28%	22
O=C(Nc1cccc(Cl)c1)c1nc[nH]c1C(=O)NCc1ccccc1	u	x
O=C(CN1C(=O)NC(Cc2c[nH]c3ccccc23)C1=O)Nc1cccc(S(=O)(=O)N2CCCC2)c1 (centres undefined)	u	x
COc1ccc(-c2nn(-c3ccccc3)cc2C(=O)O)cc1OC	i	x
CCOC(=O)C1=C(C)N=C2SC(C)C(=O)N2C1c1cccc(F)c1 (centres undefined)	u	x
Nc1nc(-n2cnnc2)nn1-c1ccccc1	i	x
O=C(Nc1ccc(-c2nc3ccccc3o2)cc1)c1cccnc1	u	x
CCOC(=O)c1c(CN(C)C)n(-c2ccccc2)c2cc(Br)c(OC)cc12	u	x
Cc1cc(C)cc(N(CC(=O)Nc2cccc(C)n2)S(=O)(=O)c2c(C)noc2C)c1	3%	4
COCCN(C(C)=O)c1nnc(-c2cnccn2)s1	u	x
O=C1c2cc(S(=O)(=O)NCCCO)ccc2-c2ccc(S(=O)(=O)NCCCO)cc21	u	x
CCOC(=O)C1=C(C)NC(=S)NC1c1ccc(-c2ccc(Cl)cc2)o1 (centres undefined)	u	x
CCCN(CCC)CCCNC(=O)c1cn(CCOC)c(=O)c2c1c1ccccc1n2C	5%	2
Cc1ccc(-n2ccc(=O)c(C(=O)Nc3ccc(S(=O)(=O)Nc4nccc(C)n4)cc3)n2)cc1	u	x
Cc1ccc(C(=O)Nc2c(C)cc(-c3ccccc3)oc2=O)cc1	7%	11
C=C(C)CSc1nc(N)c2c(C)c(C)sc2n1	u	x
COc1ccc(Cl)cc1Nc1nc(C)cc(C)c1C(N)=O	6%	-5
CCCCCNC(=O)CCCCn1c(=O)[nH]c2cc(OCC)c(OCC)cc2c1=O	u	x
O=C1CC(N2CCSCC2)C(=O)N1CCc1ccccc1 (centres undefined)	i	x
Cn1c(Cc2ccccc2)n[nH]c1=S	u	x
COc1ccccc1N(CC(=O)N(C)Cc1ccccc1)S(=O)(=O)c1cccs1	15%	14
CCOc1cc(/C=C2/NC(=S)NC2=O)ccc1OCc1ccc([N+](=O)[O-])cc1	u	x
Cc1nnc(N2C(=O)c3cccc4c([N+](=O)[O-])ccc(c34)C2=O)s1	u	x
O=C(OCC(=O)N1CCCC1=O)c1ccc(F)c(S(=O)(=O)N2CCOCC2)c1	u	x
CCCCC(CC)CN=C(N)NC(N)=NCCCCCCN=C(N)NC(N)=NCC(CC)CCCC (centres undefined)	u	x
CCN(C1CCS(=O)(=O)C1)S(=O)(=O)c1ccc(OC)c(OC)c1 (centres undefined)	u	x
CCOC(=O)N1CCN(CCC(=O)Nc2ccc(Br)c(C)c2)CC1	13%	11
CCOc1ccccc1CNCCN1CCOCC1	0%	21
Cc1ccc(SCC(=O)OCC(=O)N(C)CC(=O)Nc2ccccc2Cl)cc1	u	x
O=C(CCN1C(=O)c2cccc([N+](=O)[O-])c2C1=O)Nc1nccs1	i	27
COc1cc2c(cc1OC)-c1cc(Nc3ccc(F)cc3)nc(=O)n1CC2	i	1
O=C(COc1ccc(Cl)cc1)NCCSCc1cccc(Cl)c1	u	x
Cc1nc(NC(=O)/C=C/c2ccccc2)sc1C(=O)Nc1cccc(Cl)c1	u	x
O=Cc1ccc(OCCN2CCCC2=O)cc1	u	x
COc1ccc(CC(=O)NCC2(N3CCCCC3)CCCCC2)cc1	-7%	-2
Cc1cccc(N=C2NN=C(c3ccc4c(c3)OCCO4)CS2)c1	u	x
Cc1cccc(Nc2nnc(SCC(=O)NCc3cccs3)s2)c1	u	x
Cc1ccc2c(-c3ccc([N+](=O)[O-])cc3)cc(=O)[nH]c2c1	5%	12
O=C(COc1ccccc1Br)Nc1ccc(S(=O)(=O)N2CCCC2)cc1	u	x
CC1(C)CC(=O)C=C(Nc2ccc3c(c2)OCCO3)C1	21%	4
CC(C)CN(C(=O)CSc1nc(-c2ccccc2)cn1N)c1c(N)n(Cc2ccccc2)c(=O)[nH]c1=O	u	x
O=S(=O)(NCCc1csc(-c2cccnc2)n1)c1cccs1	u	x
C#CCCCCCCC#CCN(C)C	2%	17
CC(=O)Nc1ccc2nsnc2c1	u	x
CC1Cc2ccccc2N1C(=O)COC(=O)CNC(=O)c1ccc(Br)o1 (centres undefined)	u	x
O=C(CN1C(=O)NC2(CCCC2)C1=O)Nc1ccc(Cl)cc1C(F)(F)F	i	29
COc1ccc(NCc2nnc(SCC(=O)NCc3ccco3)n2-c2ccccc2OC)cc1	4%	14
Cc1cc(NC(=O)CSc2nccn2-c2ccc([N+](=O)[O-])cc2)no1	-1%	3
CCCCn1c(SCC(=O)NCc2ccco2)nc2cc(S(N)(=O)=O)ccc21	u	x
CC(C)C(C)NC(=O)COc1ccc(S(=O)(=O)N2CCOCC2)cc1Cl (centres undefined)	i	x
CCOc1ccc(C2=NNC(c3cccs3)=Nc3ccc(OCC)cc32)cc1	u	x
C/C(CC(=O)Nc1ccc(N(C)C)cc1)=N\NC(=O)c1cnccn1	u	x
Cc1ccc(/C=C(\C#N)C(=O)NCCN2CCOCC2)cc1	3%	-15
